mIAP act = increases mouse intestinal alkaline phosphatase activity; AID 2805; activation factor at 10 µM; 0.24% of 330,000 active; muIAP, CDP-Star luminescence, 30 min; stronger effect = higher value; 1 = vehicle-only enzyme signal, 0 = enzyme-free wells;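 active means activation factor of at least 2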; further: the source names both 10 and 20 µM as test concentration; values of inactives mirror those of a sister screen read the other way
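Assay system: mouse IAP enzyme / Compound: DMSO-dissolved test compounds / Timing: 30 min, room temperature / Measured by: luminescence from enzymatic CDP-Star hydrolysis / Control set: DMSO-only wells, enzyme-free buffer wells as negative control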
NALP3 yeast inh = NALP3 inhibition in yeast. inhibition, % at 10 µM. 0.39% of 330,000 active. Yeast reconstituted NLRP3/ASC/caspase-1, beta-gal luminescence, 24 h. AID 2825;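 active means inhibition of 50% or more; inactive means inhibition below 50%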;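 further: plate controls were induced DMSO wells for no effect and uninduced yeast grown without galactose for full effect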
TIM10 inh = TIM10 yeast growth inhibition. inhibition, % at 10 µM. 1.4% of 330,000 active. S. cerevisiae TIM10 strain growth, BacTiter-Glo luminescence, 24 h;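 active means inhibition of 40% or more at the single tested concentration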;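 further: wild-type TIM10 isogenic control strain grown at permissive 25 °C; 0% = DMSO yeast wells and 100% = minimal medium wells without yeast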
mIAP inh = mouse IAP inhibition; purified mouse IAP, CDP-Star luminescence, 30 min; inhibition, % at 10 µM; AID 2806; 0.2% of 330,000 active;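 active means inhibition of at least 40% at 10 µM in the primary screen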;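 further: plate controls were DMSO with enzyme for no effect and no enzyme wells for full effect; values of inactives mirror those of a sister screen read the other way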
ATG4B inhibitor = blocks human ATG4B protease cleavage of LC3 substrate. inhibition, % at 8.33 µM. 0.51% of 340,000 active. ATG4B cleavage of LC3-PLA2, NBD-HPC fluorescence, 1 h; in the data active means inhibition above about 40%
Target sequence (Q9Y4P1 whole entry, looked up): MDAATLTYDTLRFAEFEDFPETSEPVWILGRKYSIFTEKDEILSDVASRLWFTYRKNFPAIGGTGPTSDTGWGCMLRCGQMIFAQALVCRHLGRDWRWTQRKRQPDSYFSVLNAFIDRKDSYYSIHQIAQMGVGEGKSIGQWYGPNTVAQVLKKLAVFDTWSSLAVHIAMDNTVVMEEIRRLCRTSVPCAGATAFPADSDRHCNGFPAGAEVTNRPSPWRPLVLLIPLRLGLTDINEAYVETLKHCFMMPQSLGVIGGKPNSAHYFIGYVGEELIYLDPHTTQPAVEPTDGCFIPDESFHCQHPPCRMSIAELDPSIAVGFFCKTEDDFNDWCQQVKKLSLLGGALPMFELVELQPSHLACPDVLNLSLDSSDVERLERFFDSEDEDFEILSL
Apaf1 inhib = human Apaf-1 inhibition | O14727 | reconstituted apoptosome caspase-3 activity, DEVD-Rh110 fluorescence | inhibition, % at 20 µM | 0.71% of 330,000 active | AID 489030; active means inhibition of at least 40% at 20 µM;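 further: plate controls were DMSO wells for no effect and DEVD-CHO caspase inhibitor wells for full effect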
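detection = Rh110 fluorescence intensity | test system = biochemical Apaf-1 apoptosome reconstitution | also added = cytochrome c and DEVD-Rh110 substrate | schedule = 30 min plus 50 min, RT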
hIAP activ = increases human intestinal alkaline phosphatase activity; P09923; purified human IAP, CDP-Star luminescence, 30 min; stronger effect = higher value; 1 = vehicle-only enzyme, 0 = enzyme-free background; activation factor at 10 µM; 0.16% of 330,000 active;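 active means activation factor of the enzyme at least 2-fold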; further: the source names both 10 and 20 µM as test concentration; values of inactives mirror those of a sister screen read the other way
Target sequence (P09923 whole entry, looked up): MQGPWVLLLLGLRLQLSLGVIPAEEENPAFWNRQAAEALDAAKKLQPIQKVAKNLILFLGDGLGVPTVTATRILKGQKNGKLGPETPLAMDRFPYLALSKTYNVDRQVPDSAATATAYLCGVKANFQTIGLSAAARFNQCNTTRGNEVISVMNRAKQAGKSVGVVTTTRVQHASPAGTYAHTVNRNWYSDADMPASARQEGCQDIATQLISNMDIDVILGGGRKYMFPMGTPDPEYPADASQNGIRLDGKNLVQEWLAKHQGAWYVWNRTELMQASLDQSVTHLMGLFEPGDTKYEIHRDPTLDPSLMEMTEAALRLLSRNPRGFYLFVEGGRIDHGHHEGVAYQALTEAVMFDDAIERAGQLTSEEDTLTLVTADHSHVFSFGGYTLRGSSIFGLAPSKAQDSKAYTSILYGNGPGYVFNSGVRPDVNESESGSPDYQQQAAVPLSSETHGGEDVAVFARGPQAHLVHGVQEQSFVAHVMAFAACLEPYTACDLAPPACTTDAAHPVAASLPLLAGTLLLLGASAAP
tim10-1 inh = tim10-1 yeast growth inhibition; S. cerevisiae tim10-1 ts strain growth, BacTiter-Glo, 24 h; inhibition, % at 20 µM; 2.2% of 330,000 active; AID 463190;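 active means inhibition of at least 40%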;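 further: mutant grown at 25 °C; 0% = DMSO wells with yeast and 100% = wells holding no yeast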
hIAP block = human IAP inhibition. inhibition, % at 10 µM. P09923. purified IAP, CDP-Star luminescence, 30 min. 0.12% of 330,000 active;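 active means inhibition reaching a set limit with compound at 10 µM in the primary screen, cut at about 35% in these data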;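 further: plate controls were DMSO wells with enzyme for no effect and no-enzyme buffer wells for full effect; values of inactives mirror those of a sister screen read the other way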
An asterisk follows results filed as active; / = not tested or not shown. This is a random part of the collection; about 4.5% have a hit in one of these screens.

smiles	mIAP act	NALP3 yeast inh	TIM10 inh	mIAP inh	ATG4B inhibitor	Apaf1 inhib	hIAP activ	tim10-1 inh	hIAP block
O=C1c2ccccc2C(=O)c2[nH]c(=O)[nH]c21	0.97	22	14	3	6	80*	1	24	-4
CCCCCOC(=O)C1=C(C)NC(=O)NC1c1ccc(N(C)C)cc1 (centres undefined)	1	16	2	-5	-2	-1	0.96	14	4
CSc1ncccc1C(=O)N1CCN(C(=O)c2ccccc2)CC1	1	12	-17	-1	-2	1	1.1	20	-8
O=C(CSc1nnc(-c2ccco2)n1-c1ccccc1)Nc1c(Cl)cc(Cl)cc1C(=O)O	1	8	12	-3	-4	3	0.92	5	8
CCCn1c(C(O)c2ccc(C)cc2)nc2ccccc21 (centres undefined)	0.92	31	8	8	5	6	1.2	8	-21
CCC(C(=O)NC(C)(C)C)N(Cc1ccccc1Cl)C(=O)c1snc(C(N)=O)c1N (centres undefined)	0.82	11	0	18	-8	3	1.3	5	-26
COC(=O)/C=C1/S/C(=N/NC(=O)c2ccc(Cl)cc2Cl)NC1=O	0.77	4	1	23	1	-2	1.6	6	-55
O=C(CNC(=O)c1ccccc1)OCC(=O)c1cccs1	0.97	17	-4	3	0	3	0.85	-16	15
CCOC(=O)c1nc(S(C)(=O)=O)ncc1N1CCOCC1	1	9	10	-2	3	-21	1.2	14	-22
Cc1ccc(NC(=O)CSc2nnc(CNC(=O)c3ccco3)n2C)cc1	1.1	16	9	-10	-1	12	0.99	22	0
COc1ccc(C(=O)NCCc2nnc3ccc(SCC(=O)NCc4ccccc4)nn23)cc1	0.99	2	12	1	-6	-5	0.8	1	20
COc1cc(C)c(C(C)C)cc1S(=O)(=O)N1CCOCC1	0.92	5	-1	8	-4	-3	1	21	-3
CCOC(=O)C1CCCN(C(=O)CCc2nnc(-c3ccc(C(C)=O)s3)o2)C1 (centres undefined)	1	17	-6	-2	4	7	0.78	0	22
Cc1ccc(Cn2c(C(C)Nc3nc(-c4ccc(F)cc4)cs3)nc3cc(C(F)(F)F)ccc32)cc1 (centres undefined)	1	-2	14	-2	-1	3	0.91	21	9
CC(CC1CC(C)(C)OC1=O)C(=O)Nc1ccc([N+](=O)[O-])cc1 (centres undefined)	0.94	6	-12	6	4	12	1	10	-2
Cn1c(Cc2cccc3ccccc23)nnc1SCC(=O)N1CCN(c2ccccc2)CC1	0.96	-2	19	4	-11	9	1.6	24	-61
Cc1[nH]c2ccc(Cl)cc2c(=O)c1CN1CCCC1	1	1	18	-3	1	-1	0.97	3	3
CN(CCC#N)C(=O)COC(=O)/C=C/c1cccs1	0.98	-6	6	2	7	-8	0.88	8	12
Cc1ccc(C(C(=O)NCc2ccccc2)N(C(=O)c2ccccn2)c2ccccc2)o1 (centres undefined)	1	5	-3	-3	3	13	1.1	8	-8
Clc1ccc(-c2ccc(SCc3ccccn3)nn2)cc1	1	17	11	-2	-19	9	0.97	6	3
COc1ccc(C(=O)NC(Cc2ccc(OC(=O)c3ccc(OC)cc3)cc2)C(=O)O)cc1 (centres undefined)	0.98	0	-7	2	4	5	1.2	14	-16
COCCNC(=O)c1cn(Cc2c(F)cccc2Cl)nn1	1	16	7	-5	-3	-6	1.1	-1	-6
Cc1nnc(SCCCn2c(N3CCN(c4ccccc4)CC3)nc3c2c(=O)[nH]c(=O)n3C)s1	0.95	7	0	5	-5	4	0.93	5	7
Cc1ccc(-c2csc3nc(CSc4nnc(-c5ccc(Cl)cc5)n4C)[nH]c(=O)c23)cc1	0.92	4	5	8	-7	16	1.1	21	-9
COC(CNC(=O)C1CCCN(S(=O)(=O)c2c(C)noc2/C=C/c2cccs2)C1)OC (centres undefined)	1.1	-5	-3	-12	-10	10	1.1	14	-9
Cc1cc(-c2ccc(N=Nc3c(S(=O)(=O)O)cc4cc(S(=O)(=O)O)cc(N)c4c3O)c(C)c2)ccc1N=Nc1c(S(=O)(=O)O)cc2cc(S(=O)(=O)O)cc(N)c2c1O	0.23	34	55*	77*	/	98*	0.72	65*	28
CCOC(=O)C(NCCc1ccccc1)(NC(C)=O)C(F)(F)F (centres undefined)	1	-2	2	-3	-13	-8	0.95	-5	5
O=C(OCc1nnn(Cc2ccccc2)c1-c1c(COC(=O)c2ccccc2)nnn1Cc1ccccc1)c1ccccc1	0.94	18	9	6	-4	6	0.83	11	17
CC1CN(Cc2nc3c(c(=O)[nH]c(=O)n3C)n2CCN2CCOCC2)CC(C)O1 (centres undefined)	1.1	1	-11	-13	-2	2	1.2	7	-16
CCc1nc(SCC(=O)c2ccccc2)c2ccccc2n1	1	17	-35	-1	13	11	1	3	0
O=C(c1cc(-c2cccc(O)c2)on1)N1CCOCC1	1.1	4	3	-5	3	-6	0.92	-18	8
C=CCN1C(=O)/C(=C2/Sc3ccc(OC)cc3N2C)SC1=Nc1ccc(OC)cc1	0.96	7	-13	4	/	2	0.86	22	14
Cc1ccc(C(=O)Nc2cccc(NC(=O)c3ccc(C)o3)n2)o1	0.94	29	-11	6	-8	-10	1.4	-9	-37
COc1cccc(CN(CC2CCCO2)S(=O)(=O)c2ccc(S(=O)(=O)NCC3CCCO3)cc2)c1OC (centres undefined)	0.87	-6	20	13	1	1	0.84	10	16
O=C1c2cccnc2C(=O)N1Cc1ccc(F)cc1S(=O)(=O)NCc1ccco1	1	15	-8	-2	-5	-13	0.98	1	2
CCOc1ccc(NC(=O)N2CCC(n3c(=O)[nH]c4ccccc43)CC2)cc1	1.1	17	7	-8	4	18	0.97	11	3
COc1ccc(Cn2nnnc2CN2CCC(O)(c3ccc(F)cc3)CC2)cc1	1.1	22	-2	-12	-1	13	1.2	17	-25
CCCCCCC1NC(C(=O)O)CS1 (centres undefined)	1	12	-4	-3	-2	3	1.1	8	-10
COCCNC(=O)c1cc(C(=O)CC(C)C)c[nH]1	0.98	2	1	2	2	-1	0.98	-3	2
CCc1ccc(N2CC(C(=O)Nc3nccs3)CC2=O)cc1 (centres undefined)	1.1	12	-11	-13	-12	12	1.3	22	-34

Entries of single compounds from above. Screens in order: mIAP act, NALP3 yeast inh, TIM10 inh, mIAP inh, ATG4B inhibitor, Apaf1 inhib, hIAP activ, tim10-1 inh, hIAP block
Results for COc1ccc(Cn2nnnc2CN2CCC(O)(c3ccc(F)cc3)CC2)cc1 = 1.1, 22, -2, -12, -1, 13, 1.2, 17, -25
Results for CCOc1ccc(NC(=O)N2CCC(n3c(=O)[nH]c4ccccc43)CC2)cc1 = 1.1, 17, 7, -8, 4, 18, 0.97, 11, 3

Additional records
smiles	mIAP act	NALP3 yeast inh	TIM10 inh	mIAP inh	ATG4B inhibitor	Apaf1 inhib	hIAP activ	tim10-1 inh	hIAP block
O=C(Nc1ccc(Cl)c(S(=O)(=O)Nc2ccccc2Cl)c1)c1cccs1	0.96	-9	45*	4	9	0	0.96	33	4
N#Cc1c(N2CCOCC2)nc(N)c2c(N)nc3c(c12)CC(CCl)O3 (centres undefined)	1	3	-4	-3	-3	-18	0.92	4	8
Cc1cc(Cl)ccc1OCC(=O)N1CCN(c2ncccn2)CC1	0.92	35	15	8	8	-13	1.1	12	-10
O=C(Cc1cccc(C(F)(F)F)c1)Nc1cccc(S(=O)(=O)N2CCCC2)c1	1.3	-14	9	-28	3	22	1.4	20	-41
COC(=O)c1[nH]c2c(c1C)C(=O)CC(c1cccs1)C2 (centres undefined)	0.97	13	-6	3	-1	5	1.1	3	-5
O=C(O)c1ccc2c(=O)n3c(nc2c1)/C(=C/c1cccc(Cl)c1Cl)CC3	0.98	-6	13	2	7	31	1.1	21	-5
CCOc1cc(-c2noc(-c3cccnc3)n2)ccc1OC	1.1	28	19	-7	-7	4	0.96	17	4
CCCN(CCC)CCCNC(=O)CS(=O)Cc1nc(-c2ccc(OC)c(OC)c2)oc1C (centres undefined)	1	10	1	0	-5	11	0.89	7	11
Cc1cc(NC(=O)COC(=O)CNS(=O)(=O)c2ccc(C)c(C)c2)no1	1.1	14	-2	-7	2	-5	0.93	3	7
COC(=O)CN1C(=O)[C@H]2[C@@H](c3ccc(C)o3)N3C(=O)CN(Cc4ccccn4)C(=O)[C@@]3(C)[C@H]2C1=O	1	14	-12	-2	9	5	0.97	-7	3
Cc1ccc(C(=O)c2c3ccccc3[n+]([O-])n2[C@@H](C)C(N)=O)cc1	0.93	8	10	7	-8	-2	0.95	8	5
O=C(CNC(=O)N1CC(=O)Nc2ccccc21)NCCc1cccc(F)c1	0.97	6	-6	3	-1	-1	0.97	-6	3
O=C(CN(C(=O)CNC(=O)c1ccco1)c1ccc2c(c1)OCCO2)NC1CCCCC1	0.97	-2	0	3	-3	3	1	-4	0
O=C(Nc1cccc(S(=O)(=O)N2CCCCCC2)c1)C1CCN(C(=O)c2ccc(Cl)cc2)CC1	1.2	13	-18	-23	6	35	1.1	-9	-10
CC(C)(C)c1ccc(C(=O)Nc2nnc(SCC(=O)NCC3CCCO3)s2)cc1 (centres undefined)	0.96	1	9	4	-2	10	1.2	18	-15
CCc1c(C(=O)NC2CCCC2)csc1C	1.1	20	-9	-11	-9	2	1	5	0
O=C(Nc1ccccc1)Nc1ccc(Cl)nc1Cl	1.8	15	-3	-79	0	0	1.1	14	-8
CC(=O)Nc1ccc(NC(=O)CSc2nc(N)c(NC(=O)c3ccco3)c(=O)[nH]2)cc1	0.99	0	6	1	2	-16	1.1	-16	-8
COc1ccc(/C=C2/N=C3CCCCCN3C2=O)cc1OC	1.1	9	5	-5	4	0	1.1	9	-12

Grouped by structure, the compounds so far with two or more sulfur atoms (8)
smiles	mIAP act	NALP3 yeast inh	TIM10 inh	mIAP inh	ATG4B inhibitor	Apaf1 inhib	hIAP activ	tim10-1 inh	hIAP block
Cc1nnc(SCCCn2c(N3CCN(c4ccccc4)CC3)nc3c2c(=O)[nH]c(=O)n3C)s1	0.95	7	0	5	-5	4	0.93	5	7
Cc1ccc(-c2csc3nc(CSc4nnc(-c5ccc(Cl)cc5)n4C)[nH]c(=O)c23)cc1	0.92	4	5	8	-7	16	1.1	21	-9
COC(CNC(=O)C1CCCN(S(=O)(=O)c2c(C)noc2/C=C/c2cccs2)C1)OC (centres undefined)	1.1	-5	-3	-12	-10	10	1.1	14	-9
Cc1cc(-c2ccc(N=Nc3c(S(=O)(=O)O)cc4cc(S(=O)(=O)O)cc(N)c4c3O)c(C)c2)ccc1N=Nc1c(S(=O)(=O)O)cc2cc(S(=O)(=O)O)cc(N)c2c1O	0.23	34	55*	77*	/	98*	0.72	65*	28
C=CCN1C(=O)/C(=C2/Sc3ccc(OC)cc3N2C)SC1=Nc1ccc(OC)cc1	0.96	7	-13	4	/	2	0.86	22	14
COc1cccc(CN(CC2CCCO2)S(=O)(=O)c2ccc(S(=O)(=O)NCC3CCCO3)cc2)c1OC (centres undefined)	0.87	-6	20	13	1	1	0.84	10	16
O=C(Nc1ccc(Cl)c(S(=O)(=O)Nc2ccccc2Cl)c1)c1cccs1	0.96	-9	45*	4	9	0	0.96	33	4
CC(C)(C)c1ccc(C(=O)Nc2nnc(SCC(=O)NCC3CCCO3)s2)cc1 (centres undefined)	0.96	1	9	4	-2	10	1.2	18	-15

From PubChem BioAssay
